Rv3671c inh = Rv3671c serine protease inhibitors, primary screen, biochemical, fluorescence polarization, M. tuberculosis H37Rv; P9WHR9; inhibition, % at 5.96 µM; hit rate 0.048% among 320,000; AID 2606, 2010; in the data active = inhibition above about 38%;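 note: extracellular domain of Rv3671c used as enzyme; 0% = enzyme with DMSO and 100% = no enzyme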
Target sequence (P9WHR9 whole entry, looked up, the tested form may be a part): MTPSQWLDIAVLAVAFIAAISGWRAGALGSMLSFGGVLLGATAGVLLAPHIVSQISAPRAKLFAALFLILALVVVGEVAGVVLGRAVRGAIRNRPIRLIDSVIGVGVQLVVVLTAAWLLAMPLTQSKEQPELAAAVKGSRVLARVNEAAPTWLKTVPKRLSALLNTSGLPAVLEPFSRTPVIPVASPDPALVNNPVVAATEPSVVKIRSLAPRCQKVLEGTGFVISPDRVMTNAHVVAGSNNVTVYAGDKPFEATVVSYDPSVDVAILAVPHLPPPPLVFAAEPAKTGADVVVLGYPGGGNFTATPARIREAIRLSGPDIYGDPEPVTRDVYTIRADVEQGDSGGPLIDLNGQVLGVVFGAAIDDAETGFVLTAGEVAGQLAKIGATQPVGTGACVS
BoNT F protease = BoNT/F light chain protease inhibitors, primary screen, biochemical, flow cytometry, MLPCN library; Botulinum neurotoxin type F light chain protease (Clostridium botulinum); Multiplex microsphere protease cleavage assay; hit rate 0.22% among 360,000; inhibition, % at 10 µM; in the data active = inhibition above about 35%, passing the limit was not always enough; inconclusive = no clear call, values can overlap the other calls; note: plate controls were buffer without enzyme for full effect and enzyme alone for no effect
MazF activator = activators of E. coli MazEF toxin-antitoxin RNase, primary screen, biochemical, fluorescence, uHTS; Endoribonuclease toxin MazF (Escherichia coli (strain K12)), P0AE70; FAM/BHQ RNA-DNA oligo cleavage fluorescence, 5 h; activation, % at 20 µM; hit rate 0.32% among 350,000; in the data active = activation above about 50%
Target sequence (P0AE70 whole entry, looked up): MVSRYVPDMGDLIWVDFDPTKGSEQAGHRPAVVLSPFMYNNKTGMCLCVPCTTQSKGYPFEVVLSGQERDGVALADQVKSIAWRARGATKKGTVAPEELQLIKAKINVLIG
Mtb BioA inh = M. tuberculosis BioA enzyme inhibitors, primary screen, biochemical, plate reader, single point, HTS. 7,8-diaminopelargonic acid synthase BioA (Mycobacterium tuberculosis). purified M. tuberculosis BioA enzyme. inhibition, % at 9.99 µM. hit rate 0.096% among 360,000; in the data active = inhibition above about 40%; inconclusive = no clear call, values can overlap the other calls
PrPC surface inh = inhibitors of human cell surface prion protein PrPC, primary screen, cell-based, TR-FRET | Major prion protein (Homo sapiens), P04156 | TR-FRET read-out | inhibition, % at 13.8 µM | hit rate 0.43% among 370,000; in the data active = inhibition above about 24%; note: 0% = median of the test wells and 100% = reference compound wells
Mtb FBA inh = Mtb FBA enzyme inhibitors, primary screen, biochemical, fluorescence, strain H37Rv; purified M. tuberculosis FBA, fluorescence read-out; inhibition, % at 1 µM; hit rate 2.3% among 360,000; AID 588726, 2011; in the data active = inhibition above about 27%;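 note: 0% = vehicle and 100% = reference inhibitor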
FadD28 binding = inhibitors of FadD28 bisubstrate probe binding, primary screen, biochemical, fluorescence polarization, single point; AID 588549, 2011; hit rate 0.22% among 360,000; inhibition, % at 12.5 µM; in the data active = inhibition above about 8.5%, passing the limit was not always enough; inconclusive = no clear call, values can overlap the other calls
Mtb UGM inh = M. tuberculosis UGM enzyme inhibitors, primary screen, biochemical, fluorescence polarization, single point; purified UGM, fluorescence polarization probe displacement; UDP-galactopyranose mutase (Mycobacterium tuberculosis (strain ATCC 25618 / H37Rv)), …; inhibition, % at 10 µM; hit rate 0.06% among 320,000; in the data active = inhibition above about 10%, passing the limit was not always enough; inconclusive = no clear call, values can overlap the other calls
Target sequence (P9WIQ1 whole entry, looked up): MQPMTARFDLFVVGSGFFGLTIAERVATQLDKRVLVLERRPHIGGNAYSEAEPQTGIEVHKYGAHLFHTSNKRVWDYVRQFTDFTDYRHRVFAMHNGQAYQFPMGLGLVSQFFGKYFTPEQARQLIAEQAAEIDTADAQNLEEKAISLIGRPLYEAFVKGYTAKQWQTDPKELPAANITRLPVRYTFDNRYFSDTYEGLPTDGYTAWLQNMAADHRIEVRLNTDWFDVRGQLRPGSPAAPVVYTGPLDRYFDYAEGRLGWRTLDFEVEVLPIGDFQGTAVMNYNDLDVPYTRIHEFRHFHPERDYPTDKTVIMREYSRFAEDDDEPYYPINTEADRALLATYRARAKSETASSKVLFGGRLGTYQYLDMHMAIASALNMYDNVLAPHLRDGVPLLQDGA
GDH-TPI inh = GDH-TPI coupling enzyme inhibitors, primary screen, artefact control for M. tuberculosis FBA inhibitor project, biochemical, absorbance, full deck; GDH-TPI coupled enzyme counterscreen, NADH absorbance; inhibition, % at 4.8 µM; hit rate 1.2% among 360,000; AID 588335, 2011; in the data active = inhibition above about 30%;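 note: 0% = DMSO wells and 100% = wells lacking the enzyme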
The depositor's hits bear a star; ? = inconclusive; . = no result given; + = active, no number.

SMILES | Rv3671c inh | BoNT F protease | MazF activator | Mtb BioA inh | PrPC surface inh | Mtb FBA inh | FadD28 binding | Mtb UGM inh | GDH-TPI inh
COc1ccc(-c2cc3ccccc3s2)cc1[C@H]1[C@H]2C=CC[C@@H](C)[C@@H]2C(=O)N1Cc1ccccc1 | -2 | -8 | -9 | -1.3 | 1 | 3 | -4.1 | -0.7 | -11
CC1(C(=O)NCc2cccs2)Cc2c(-c3ccc(C(N)=O)cc3)ccnc2O1 (stereo unspecified) | . | -2 | . | 8.6 | -1 | 2 | -0.4 | . | 4
COc1ccccc1-c1cc(-c2ccccc2)nc(SC(C(N)=O)c2ccccc2)c1C#N (stereo unspecified) | -12 | 25 | -15 | . | -12 | 4 | -0.5 | -0.7 | 4
Cc1ccc(S(=O)(=O)N2CCN(S(C)(=O)=O)C2C)cc1 (stereo unspecified) | -3 | 4 | -4 | . | -7 | 6 | -0.8 | -0.2 | -6
CCCOc1ccc(N2C(=O)CC(NCc3cccnc3)C2=O)cc1 (stereo unspecified) | -3 | 2 | 0 | . | 2 | 7 | -3.1 | 4.3 | 2
CCC(C)C(NC(=O)C1CCC(C)CC1)C(=O)Nc1ccc(OC)cc1 (stereo unspecified) | 7 | -34 | -2 | 1.9 | 5 | 0 | -3.7 | -2.2 | -7
CC1CN(C2=CC(=O)CCC2)CC(C)O1 (stereo unspecified) | 2 | -3 | 5 | . | -3 | 2 | -1.6 | -2.3 | -1
Cc1ccc(NCC(=O)Nc2ccc(Br)cc2)cc1F | 5 | -8 | 5 | . | 3 | -1 | -3.3 | 3.1 | 1
Cc1ccc(OCC(=O)Nc2ccc(O)c(C(=O)O)c2)cc1C | 5 | -11 | -2 | -1.5 | 6 | 72* | -1.3 | 1.5 | -7
COc1ccc(C2CC3(CC(C)(C)NC(SC)=N3)Oc3cc(O)cc(C)c32)cc1 (stereo unspecified) | 5 | -2 | 18 | . | -18 | 2 | -2.0 | -1.0 | -1
O=C(Cn1cc(COc2ccc(Cl)c(Cl)c2)nn1)NS(=O)(=O)c1ccccc1OC(F)(F)F | . | -3 | . | -1.2 | -2 | 2 | -1.2 | . | 4
Cc1ccc(NC(=O)c2c(C)nc(Nc3nc4ccccc4o3)nc2C)cc1 | 0 | 16 | 5 | 0.5 | 3 | 0 | -0.4 | -1.2 | -1
COc1ccc(C2CC(C(C)(C)C)=NN2c2ccc(S(N)(=O)=O)cc2)cc1 (stereo unspecified) | . | -8 | 7 | 2.1 | -4 | -1 | 1.9 | . | 12
COC(=O)C1=C(C)N(Cc2ccco2)C(=O)/C1=C\c1ccc(N(C)C)cc1 | 11 | -5 | + | -1.0 | 0 | 3 | -0.9 | -2.2 | 2
Cn1nccc1C(=O)Nc1cc(Cl)ccc1Cl | 5 | ? | -1 | 0.6 | -1 | -1 | -2.7 | 3.3 | 10
CCOC(=O)c1sc2nc(SCC(=O)NCc3ccco3)n(Cc3ccccc3)c(=O)c2c1C | -3 | 1 | -7 | . | -2 | 4 | -2.0 | 4.0 | -3
CC(Oc1ccc(Cl)cc1Cl)C(=O)Nc1ccc(O)cc1 (stereo unspecified) | 7 | -6 | 10 | . | 9 | -1 | -2.8 | -0.5 | -8
Cc1c(C(=O)/C=C/N(C)C)nnn1-c1ccc(F)c(Cl)c1 | -3 | 2 | 1 | 6.8 | -1 | 1 | -0.8 | 1.3 | 35*
Cc1cc(-c2ccccc2)nc(N2CCC(C(=O)NC34CC5CC(CC(C5)C3)C4)CC2)n1 | 3 | 8 | -3 | 0.0 | 0 | 170* | -3.1 | 0.2 | -1
O=C(O)c1ccccc1C(=O)N(c1ccccc1)c1ccccc1 | -1 | 3 | -1 | . | -2 | 4 | -0.5 | 3.1 | 7

Profiles from above:
`COc1ccc(C2CC(C(C)(C)C)=NN2c2ccc(S(N)(=O)=O)cc2)cc1` (stereo unspecified) as listed: Rv3671c inh = .; BoNT F protease = -8; MazF activator = 7; Mtb BioA inh = 2.1; PrPC surface inh = -4; Mtb FBA inh = -1; FadD28 binding = 1.9; Mtb UGM inh = .; GDH-TPI inh = 12
`CC1CN(C2=CC(=O)CCC2)CC(C)O1` (stereo unspecified) as listed: Rv3671c inh = 2; BoNT F protease = -3; MazF activator = 5; Mtb BioA inh = .; PrPC surface inh = -3; Mtb FBA inh = 2; FadD28 binding = -1.6; Mtb UGM inh = -2.3; GDH-TPI inh = -1

Among those listed so far, 2 have a furan ring, fused or not:
SMILES | Rv3671c inh | BoNT F protease | MazF activator | Mtb BioA inh | PrPC surface inh | Mtb FBA inh | FadD28 binding | Mtb UGM inh | GDH-TPI inh
COC(=O)C1=C(C)N(Cc2ccco2)C(=O)/C1=C\c1ccc(N(C)C)cc1 | 11 | -5 | + | -1.0 | 0 | 3 | -0.9 | -2.2 | 2
CCOC(=O)c1sc2nc(SCC(=O)NCc3ccco3)n(Cc3ccccc3)c(=O)c2c1C | -3 | 1 | -7 | . | -2 | 4 | -2.0 | 4.0 | -3

Following part:
SMILES | Rv3671c inh | BoNT F protease | MazF activator | Mtb BioA inh | PrPC surface inh | Mtb FBA inh | FadD28 binding | Mtb UGM inh | GDH-TPI inh
COC(=O)[C@@H](NC(=O)NCCC1=CCCCC1)C(C)C | 4 | ? | -2 | -0.2 | -3 | -3 | -3.2 | -0.2 | 8
CC(CNC(=O)c1ccc(Br)o1)NC(=O)c1ccc(Br)o1 (stereo unspecified) | 11 | -4 | 6 | 3.3 | 5 | 2 | -0.4 | 4.5 | 5
Cc1ccc(NC(=O)COC(=O)Cc2cccs2)c(Br)c1 | -4 | 1 | 2 | 0.6 | 10 | -1 | -5.8 | -1.3 | 3
CCOc1ccccc1NC(=O)NCCC1=CCCCC1 | -6 | 2 | 2 | -0.9 | 1 | 5 | -1.2 | 2.0 | 4
CCCC(=O)NC1=C(Cl)C(=O)c2ccccc2C1=O | . | -11 | 6 | . | 10 | -3 | -1.2 | . | -4
O=C(COC(=O)Cc1c[nH]c2ccccc12)Nc1ccc(Cl)cc1 | . | -9 | -1 | -2.5 | 5 | -1 | -4.5 | . | -18
CCc1nc(N2CCNCC2)c(C#N)c2c1CSC(C)(C)C2 | -7 | -16 | 2 | -2.8 | -7 | 7 | -1.9 | -0.3 | 11
CC(=O)c1ccccc1C(=O)N1CCC(CCC(=O)NCc2ccc(F)cc2)CC1 | . | 2 | -6 | 0.9 | 2 | -1 | -3.0 | . | 7
COc1ccccc1-c1ccc(NC2CCCCC2)nn1 | 2 | -2 | 1 | . | 8 | 2 | -1.7 | 0.9 | 17
Cc1cc(SCC(=O)NCC2CCCO2)nc2ccccc12 (stereo unspecified) | -5 | 9 | -124 | -1.9 | 14 | -2 | -3.4 | -4.1 | 11
Cn1c(SCC(=O)Nc2ccccc2O)nnc1-c1ccco1 | 1 | 0 | -2 | 3.2 | 0 | -1 | -1.6 | 1.4 | -7
COc1ccc2[nH]c(=O)c(COC(=O)c3cccs3)cc2c1 | -7 | 32 | 1 | 0.5 | -4 | 9 | -1.8 | -0.7 | 8
Cc1ccc(OCCCN2C(=O)C(=O)c3cccc(C)c32)cc1 | -3 | -6 | -1 | 0.2 | -7 | -1 | 0.0 | -1.0 | 2
CCOC(=O)C1(CCc2ccccc2)CCN(C(=O)CN2C(=O)CSC2=O)CC1 | -1 | 4 | 4 | -1.1 | 0 | 5 | -1.3 | -6.2 | 0
O=C(O)c1ccccc1N=Cc1c(O)n(-c2nccs2)c(=O)c2ccccc12 | 13 | 5 | 0 | . | 4 | 12 | 2.6 | 2.8 | -10
CSc1ccc(S(=O)(=O)NCc2ccccc2)cc1 | 6 | 2 | -4 | -4.8 | -4 | 3 | 0.8 | 1.1 | 8
Cc1ccc(C(=O)N(C)CC(=O)Nc2cccc(C)c2C)o1 | -2 | ? | -5 | . | 1 | 4 | -2.2 | -0.2 | 2
Cc1ccc(C(=O)N/N=C\c2ccc(OC(=O)c3cccc(F)c3)cc2)cn1 | -5 | -20 | -8 | . | 3 | 2 | -0.1 | -1.0 | 4
Cc1ccccc1C(=O)N1CCN(c2ccc(N3CCOCC3)nn2)CC1 | -3 | 17 | 2 | 11 | -5 | 37* | -1.9 | 2.0 | 7
COc1ccccc1C(=O)N1CCN(Cc2nc3cc([N+](=O)[O-])ccc3n2C)CC1 | -1 | -1 | -5 | 4.2 | -1 | 3 | -1.2 | -2.0 | 2
Clc1cccc(Cl)c1OCCCCN1CCCCC1 | 1 | -2 | 2 | -0.3 | 3 | -1 | -0.9 | -0.7 | -2
CN1CCc2c(sc3c2C(=O)NC(c2cccs2)N3)C1 (stereo unspecified) | -15 | -140 | 5 | -6.2 | -1 | 26 | 1.3 | 1.7 | 15
COc1ccccc1-c1nnc(SCC(=O)Nc2ccc(S(N)(=O)=O)cc2)n1N | 7 | -2 | -4 | 1.1 | 9 | -3 | -1.6 | -1.9 | -6
CCCn1c(CNS(=O)(=O)c2ccc(C)cc2)nc2ccccc21 | -1 | -9 | 7 | 1.0 | 0 | 2 | -2.9 | -0.7 | -3
S=c1[nH]nc(CCc2nc3ccccc3[nH]2)n1-c1ccccc1 | -4 | 2 | 7 | . | 9 | -6 | -2.9 | 2.5 | 6
CC1(C)Cc2cccc(OCC(=O)N3CCN(c4ccccc4Cl)CC3)c2O1 | 1 | 13 | -2 | 0.8 | -1 | 0 | -0.8 | -1.3 | 3
Cc1ccc2nc(SCC(=O)NCc3ccco3)nc(=O)n2c1 | 4 | -31 | 1 | 0.9 | -3 | 0 | -2.9 | -0.9 | 11
COc1cccc(NC(=O)COC(=O)c2cc(=O)c3ccccc3o2)c1 | 2 | 3 | -12 | -0.5 | 8 | 4 | -1.3 | 1.2 | 1
COc1ccc(Cn2c(-c3ccco3)nc3oc4cc(OC)ccc4c(=O)c3c2=O)cc1 | -2 | 9 | 39 | -0.1 | 3 | 4 | -2.8 | -0.9 | 12
O=c1[nH]ncc2c3ccccc3n(Cc3ccccc3)c12 | -19 | 2 | 17 | -1.1 | 8 | 5 | -2.4 | 1.6 | 2
CCc1nc2ccc(C(=O)NCCOc3ccc(OC)cc3)cn2c1N(CC)Cc1ccc(OC)c(OC)c1 | . | -3 | . | -1.7 | 5 | -4 | -3.5 | . | 7
O=C(Nc1ccc(-c2nc3ccccc3[nH]2)cc1)c1c(F)c(F)c(F)c(F)c1F | -6 | 2 | 8 | -2.7 | 8 | 2 | -0.8 | -1.5 | 7
CCCn1nc(C(=O)N2CCCc3ccccc32)c2ccccc2c1=O | 7 | 1 | 9 | . | -4 | -3 | -2.4 | -1.6 | 0
O=C(Nc1ccc(N2CCN(C(=O)c3ccco3)CC2)cc1)c1ccco1 | 5 | -3 | -7 | 0.9 | 0 | 2 | -3.1 | -0.8 | 4
N#Cc1ccccc1-c1ccccc1C(=O)N1CCCCC1 | -6 | 14 | 2 | 0.6 | -2 | -4 | -3.7 | 1.1 | -12
CCn1c(O)c(/C=C2\C=Nc3ccccc32)sc1=O | 0 | -2 | 2 | 0.2 | 3 | 0 | -2.5 | 1.6 | 2
CN1CCCCC1(C)C(=O)NCc1ccc(C(C)(C)C)cc1 (stereo unspecified) | . | 1 | . | 0.9 | 2 | 2 | -1.0 | . | 7
COC(=O)N/N=C(C)/C=C/c1ccccc1 | 7 | -5 | 8 | 0.1 | -8 | -2 | -2.7 | -3.1 | 1
CCOc1nnnc2c1sc1nc(N3CCOCC3)c3c(c12)CCCC3 | 1 | -4 | -2 | -2.0 | . | 1 | -3.1 | 0.5 | -3
O=C(COC(=O)CNS(=O)(=O)c1ccc(F)c(F)c1F)NC1CC1 | 5 | 4 | 2 | 0.2 | 0 | -1 | -2.9 | 0.7 | 4
CCC(=O)NCCCCNC(=O)CC | -2 | -4 | 7 | -4.4 | -2 | -3 | -2.5 | 3.8 | 1

Bioassay records from PubChem.
